High-throughput results: PubChem, several laboratories
TRPC4 PAM = allosterically enhances the mouse TRPC4 cation channel; HEK293 TRPC4beta/mu-opioid, DAMGO EC20, Fluo-4 Ca2+ flux; active compounds read high; Q9QUQ5; 310,000 tested, 0.42% active; B-score at 10 µM;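 active = B-score of calcium response area above 5 SD of library B-scores, with initial fluorescence ratio within 5 SD of library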;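 also: B-score of integrated fluorescence ratio over time as area under calcium response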
TRPC6 activator = activates the mouse TRPC6 cation channel. Q61143. AID 2550. B-score at 10 µM. 310,000 tested, 0.13% active. HEK293-TRPC6 membrane potential dye fluorescence; active compounds read high;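 active = B-score of the integrated fluorescence ratio above library mean plus 3 SD, and starting fluorescence ratio within library mean plus 5 SD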;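 also: higher score means more depolarization so channel activation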
TRPC4 act = opens the mouse TRPC4 cation channel; Q9QUQ5; HEK293 TRPC4beta/mu-opioid, Fluo4 calcium fluorescence; active compounds read high; B-score at 10 µM; 310,000 tested, 0.49% active; AID 2237;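 active = B-score above 5 SD of library B-scores, and initial fluorescence ratio not above library mean plus 5 SD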;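 also: positive B-score marks a calcium rise read as TRPC4 activation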
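Incubation: 45 min room-temperature Fluo4 loading, 110 s read / System: HEK293 cells stably co-expressing mouse TRPC4beta and mu-opioid receptor / Signal: Fluo4 fluorescence, kinetic / Control set: buffer (low) and maximal DAMGO (high) / Measure: integrated baseline-normalised fluorescence ratio, converted to per-well B score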
SKKanGAS inh = inhibitors of SKKanGAS S. pyogenes growth in kanamycin (SK-promoter or general growth effect). AID 1662. inhibition, % at 7.5 µM. BacTiter-Glo, 6 h. 300,000 tested, 1.3% active;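 active = mean replicate score, as percent of positive control median, at least 50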;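 also: strain carries kanamycin resistance gene driven by streptokinase promoter and grows in 40 µg/ml kanamycin; loss of luminescence reflects streptokinase promoter inhibition or plain growth inhibition; 0% = median of DMSO wells and 100% = positive control at its reference dose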
MrgX1 antag = antagonists of human MrgX1 receptor | AID 588676 | 310,000 tested, 1.3% active | MRGX1-HEK293 calcium flux, Fluo-4, BAM8-22 antagonism; active compounds read low | B-score at 10 µM;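 active = calcium-response B-score plate-corrected more than 3 library SD below zero, starting fluorescence within 5 deviations, no agonist response on first addition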;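 also: peak minus trough fluorescence over baseline after final BAM8-22 challenge near maximal dose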
Target sequence (Q96LB2 whole entry, looked up): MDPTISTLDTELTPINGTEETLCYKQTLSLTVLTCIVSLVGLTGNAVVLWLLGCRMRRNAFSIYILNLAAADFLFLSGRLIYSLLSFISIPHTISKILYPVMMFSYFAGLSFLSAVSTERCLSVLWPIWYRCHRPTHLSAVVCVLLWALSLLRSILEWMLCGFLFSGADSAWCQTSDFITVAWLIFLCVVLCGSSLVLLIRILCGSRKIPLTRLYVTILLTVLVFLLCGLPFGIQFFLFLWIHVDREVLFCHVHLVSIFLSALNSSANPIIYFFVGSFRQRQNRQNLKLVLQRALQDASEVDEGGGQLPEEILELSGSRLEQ
KLF5 inh = suppresses KLF5 promoter-driven expression. DLD-1 KLF5 promoter-luciferase reporter, luminescence. AID 1700. 290,000 tested, 0.23% active. inhibition, % at 5 µM;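 active = inhibition above a per-plate limit of that plate's mean compound inhibition plus 3 SD, cut at about 60% in these data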;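 also: 0% = DMSO wells and 100% = LY294002 at 200 µM; higher means less KLF5 promoter-driven luciferase light; inactives centre near -14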
TRPC6 inhibitor = inhibitors of mouse TRPC6 channel; Q61143; HEK293-TRPC6, membrane potential dye, ACh-evoked depolarization; active compounds read low; B-score at 10 µM; 310,000 tested, 1.1% active;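 active = B-score under library mean minus 3 SD, initial fluorescence not abnormally high, positive integrated signal ratio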;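 also: B-score derived from integrated fluorescence ratio over the kinetic read; more negative B-score means stronger inhibition of depolarization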
TRPC4 block = blocks the mouse TRPC4 cation channel; Q9QUQ5; HEK293 TRPC4beta/mu-opioid, DAMGO-evoked Fluo4 calcium flux; active compounds read low; B-score at 10 µM; 300,000 tested, 0.39% active;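 active = B-score over 3 SD under the library average, no early fluorescence shift, positive overall ratio signal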
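Assay system: HEK293 cells with stable TRPC4beta plus mu-opioid receptor expression. Dosing: single dose. Measured by: Fluo4 Ca2+ flux fluorescence. Also added: DAMGO in two steps, submaximal then maximal. Read-out: B score from integrated Fluo4 fluorescence ratio.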
aSyn UTR inh = MLPCN primary screen, SNCA 5' untranslated region | alpha-synuclein 5'UTR reporter, inhibitor activity | inhibition, % (tested at 7.5 µM) | 300,000 tested, 0.82% active | AID 1813; in the data active = inhibition above about 60%;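 also: H4 neuroglioblastoma cells stably carrying SNCA 5'UTR luciferase fusion; 0% = DMSO wells and 100% = positive control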
HIF activator = HIF pathway transcriptional activation; U2OS HRE-luciferase reporter, luminescence; normalized: DMSO 0%, desferrioxamine 100%; activation, % at 7.5 µM (by protocol); 300,000 tested, 0.32% active; AID 1910;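 active = mean activation of at least 10% of the iron chelator positive control signal, with at least half of replicates also reaching 10%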
IEC-6 cytotox = counter-screen for KLF5 inhibitors: cytotoxicity in IEC-6 cells. IEC-6 cytotoxicity, luminescence viability. inhibition, % at 5 µM. 290,000 tested, 0.78% active. AID 1825; in the data active = inhibition above about 22%;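 also: 0% = plate median of test compound wells and 100% = cytotoxic reference compound wells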
* = called active by the depositor; i = inactive; nt = no result given.

SMILES | TRPC4 PAM | TRPC6 activator | TRPC4 act | SKKanGAS inh | MrgX1 antag | KLF5 inh | TRPC6 inhibitor | TRPC4 block | aSyn UTR inh | HIF activator | IEC-6 cytotox
Cc1cc(C)nc(Nc2n[nH]c(-c3cccc4ccccc34)n2)n1 | i | i | i | 27 | i | -63 | i | i | -88 | 0.5 | -4
CC(C)(C)NCC(O)(c1ccc(Cl)cc1)c1ccc(Cl)cc1 | i | i | i | 5 | i | -20 | i | i | 9 | -0.4 | 7
CCCCCCCNC(=O)C1(CC2CC(c3ccc(Cl)cc3)=NO2)CCN(C(=O)CCCCCBr)CC1 (stereo not drawn) | i | i | i | 0 | i | -7 | i | i | -2 | -0.7 | -2
CCOc1cc(CNCc2ccccn2)cc(Cl)c1OCC | i | i | i | 6 | i | -27 | i | i | 21 | 0.5 | -6
Cc1cc(SCC(=O)c2cccs2)n2nc(C)c(-c3ccccc3)c2n1 | i | i | i | -17 | i | 2 | i | i | -1 | 0.1 | 0
CCCCN(C)CCCNC(=O)CC1Oc2ccccc2NC1=O (stereo not drawn) | i | i | i | 1 | i | -16 | i | i | -8 | nt | 5
O=C(NCCCn1ccnc1)C(=O)c1cn(CC(=O)N2CCCCCC2)c2ccccc12 | i | i | i | nt | i | -5 | i | i | nt | nt | 2
Cc1cc(=O)oc2c3c(cc(OCC(=O)NCCCn4ccnc4)c12)OC(C)(C)CC3 | i | i | i | -5 | i | -14 | i | i | -4 | 0.0 | -1
CCOc1ccc(N(CC(=O)NC2CCCC2)S(=O)(=O)c2c(C)[nH]c(=O)[nH]c2=O)cc1 | i | i | i | -2 | i | -20 | i | i | 4 | -0.2 | 7
N#CC(CC(=O)c1ccc(F)cc1)c1ccc2c(c1)OCO2 (stereo not drawn) | i | i | i | 1 | i | 11 | i | i | 11 | 0.0 | 9
COc1ccc(Cn2c(=S)[nH]c3cc(C(=O)NCc4cccnc4)ccc3c2=O)cc1 | i | i | i | 4 | i | -11 | i | i | 23 | -0.4 | 3
CCOC(=O)c1csc(NC(=O)CN2CCCCC2)n1 | i | i | i | 0 | i | -59 | i | i | 8 | -1.2 | -2
CCN(CC)S(=O)(=O)c1ccc2oc(C(=O)NCC3COc4ccccc4O3)c(C)c2c1 (stereo not drawn) | i | i | i | 12 | i | 15 | i | i | 25 | -1.8 | 8
Cc1ccc(/C=N/n2c(C3CCCCC3)n[nH]c2=S)o1 | i | i | i | 5 | i | 1 | i | i | 15 | 0.0 | -9
CC(=O)Nc1ccc(NC(=O)CSc2nc(=O)n(Cc3ccncc3)c3c2CCC3)cc1 | i | i | i | -7 | i | nt | i | i | 4 | -0.4 | nt
CSC(=CC(=O)c1ccccc1)SC | i | i | i | -8 | i | -12 | i | i | -77 | 1.1 | 1
CC(=O)Nc1ccc(/C(C)=N/NC(=O)CN(c2ccccc2Br)S(C)(=O)=O)cc1 | i | i | i | -4 | i | -24 | i | i | -15 | 0.5 | 0
COc1ccc(CNC(=O)CN(Cc2ccco2)C(=O)CNS(=O)(=O)c2ccc(C)cc2)cc1 | i | i | i | -1 | i | -9 | i | i | 7 | -1.0 | 2
O=C(O)c1cccnc1 | i | i | i | -3 | i | -2 | i | i | 1 | 0.3 | -3
CCOc1ccccc1OCCOCCOc1c(Cl)cccc1Cl | i | i | i | 1 | i | -13 | i | i | -1 | 0.3 | 1
COc1cccc(OCC(O)CN2CCN(CCN3C(=O)c4cccc5cccc(c45)C3=O)CC2)c1 (stereo not drawn) | i | i | i | 10 | i | -12 | -5.8* | i | -37 | -0.2 | 17
CC1CN=C(N(C(=O)Nc2ccccc2)C(C)c2ccccc2)S1 (stereo not drawn) | i | i | i | 2 | i | -12 | i | i | -22 | -0.1 | 4
O=C(Cn1nc(-c2ccccc2)ccc1=O)N1CCCCC1 | i | i | i | 6 | i | 10 | i | i | -3 | 0.4 | -1
COc1ccc(OCCSc2nc(N)cc(=O)[nH]2)cc1 | i | i | i | -23 | i | -22 | i | i | 4 | -0.1 | 2
CCN(c1ccc(NC(=O)COC(=O)c2cccs2)cc1)C(C)C | i | i | i | 0 | i | 2 | i | i | 2 | -0.8 | 1

Compound profiles, as listed above. Order of values: TRPC4 PAM	TRPC6 activator	TRPC4 act	SKKanGAS inh	MrgX1 antag	KLF5 inh	TRPC6 inhibitor	TRPC4 block	aSyn UTR inh	HIF activator	IEC-6 cytotox
Record of CC(C)(C)NCC(O)(c1ccc(Cl)cc1)c1ccc(Cl)cc1 : i	i	i	5	i	-20	i	i	9	-0.4	7
Record of N#CC(CC(=O)c1ccc(F)cc1)c1ccc2c(c1)OCO2 (stereo not drawn) : i	i	i	1	i	11	i	i	11	0.0	9
Record of O=C(NCCCn1ccnc1)C(=O)c1cn(CC(=O)N2CCCCCC2)c2ccccc12 : i	i	i	nt	i	-5	i	i	nt	nt	2

The listing picks up with the 2 entries that preceded the break.
SMILES | TRPC4 PAM | TRPC6 activator | TRPC4 act | SKKanGAS inh | MrgX1 antag | KLF5 inh | TRPC6 inhibitor | TRPC4 block | aSyn UTR inh | HIF activator | IEC-6 cytotox
COc1ccc(OCCSc2nc(N)cc(=O)[nH]2)cc1 | i | i | i | -23 | i | -22 | i | i | 4 | -0.1 | 2
CCN(c1ccc(NC(=O)COC(=O)c2cccs2)cc1)C(C)C | i | i | i | 0 | i | 2 | i | i | 2 | -0.8 | 1
CC(=O)c1cccc(NC(=S)NCc2ccco2)c1 | i | i | i | 36 | i | -35 | i | i | 10 | 0.3 | -3
COCc1cc(/C=N\NC(=O)c2ccc(Cl)cc2)ccc1OC | i | i | i | -1 | i | -26 | i | i | 6 | -0.2 | 4
CCOC(=O)CSc1nnc(CSc2nc(N)c3c(C)c(C)sc3n2)n1-c1ccccc1 | i | i | i | 4 | i | -25 | i | i | 16 | -0.3 | 1
C#Cc1ccc([C@@H]2C=C(C(=O)OCC=C)O[C@H](OCC)[C@H]2CCCO)cc1 | i | i | i | 3 | i | -34 | i | i | -2 | -0.5 | 5
CCOC(=O)N(C)OC(=O)Nc1ccc(Cl)c(Cl)c1 | i | i | i | -11 | i | -16 | i | i | -37 | -0.2 | 2
Cc1cccc(Nc2nc3c(S(=O)(=O)c4ccccc4)nnn3c3ccccc23)c1 | i | i | i | 6 | i | -4 | i | i | 33 | -0.3 | 0
Cc1ccsc1CNC12CC3CC(CC(C3)C1)C2 | i | i | i | 5 | i | -13 | i | i | -22 | -0.3 | -7
NC(=S)N/N=C1\CC(n2nnnc2-c2ccccc2)C2COC1O2 (stereo not drawn) | i | i | i | 0 | i | -26 | i | i | -1 | 0.0 | -1
O=C(NCCCn1ccnc1)c1noc2c1CCc1ccccc1-2 | i | i | i | -5 | i | -10 | i | i | -23 | 0.0 | 0
COc1cc(C(=O)NCC(=O)NCCN2C(=O)S/C(=C\c3ccccc3Cl)C2=O)cc(OC)c1OC | i | i | i | 0 | i | nt | i | i | -20 | -0.3 | nt
O=C(COn1nnc2ccc(S(=O)(=O)N3CCOCC3)cc21)NCCc1ccccc1 | i | i | i | 44 | i | nt | i | i | 3 | -0.1 | nt
CC(CN1CCOCC1)OC(=O)C(C)(c1ccccc1)c1ccccc1 (stereo not drawn) | i | i | i | 1 | i | -9 | i | i | 8 | 0.2 | -6
COc1cc(OC)cc(C(=O)NCC(=O)OC2CCOC2=O)c1 (stereo not drawn) | i | i | i | -2 | i | -14 | i | i | -25 | 0.9 | -4
CCOC(=O)c1c(CN2CCN(C)CC2)n(C)c2cc(Br)c(OC)cc12 | i | i | i | 1 | i | -41 | -5.5* | i | -42 | -0.3 | -1
CCOc1ccc(C(=O)Nc2cc3c(cc2N2CCCC2)n(CC)c(=O)n3CC)cc1OCC | i | i | i | -1 | i | -14 | i | i | 28 | -0.3 | -5
COCCCNC(=S)NNC(=O)C1CC1c1ccc(C(C)(C)C)cc1 (stereo not drawn) | i | i | i | 17 | nt | -21 | i | i | -100 | -0.6 | -2
O=C(CN1C(=O)NC2NC(=O)NC21)N/N=C/c1ccc(F)cc1 (stereo not drawn) | i | i | i | -2 | i | -30 | i | i | 3 | -0.8 | -3
O=C(c1ccccc1-c1nc(-c2ccc(F)cc2)no1)N1CCCC1 | nt | nt | nt | -3 | i | -14 | nt | nt | 25 | 0.1 | 8
COC(=O)C(N)Cc1ccc(OC)c([N+](=O)[O-])c1 (stereo not drawn) | i | i | i | 2 | i | 16 | i | i | -3 | -0.4 | 6
O=C(NCc1ccc(F)cc1)C(c1ccccc1)N(C(=O)c1csnn1)C1CCCC1 (stereo not drawn) | i | i | i | 1 | i | -16 | i | i | 12 | -0.4 | 9
O=C(COC(=O)CCOc1ccccc1)NCc1ccco1 | i | i | i | -3 | i | -11 | i | i | 9 | 0.4 | -5
c1ccc(C(Cc2nc(-c3ccccn3)no2)c2ccccc2)cc1 | i | i | i | 8 | i | -38 | i | i | -132 | 1.5 | -3
O=C(/C=N/O)NCCCN1CCCCCC1 | i | i | i | -4 | i | -23 | i | i | 19 | 0.3 | -3
CN1/C(=C\C(=O)COC(=O)c2ccc([N+](=O)[O-])o2)C(C)(C)c2ccccc21 | i | i | i | 19 | i | -16 | i | i | -5 | 0.1 | -6
O=c1cc(-c2ccccc2)[nH]n1-c1nc2ccccc2s1 | i | i | i | 82* | i | 1 | i | i | 9 | 0.5 | 2
COc1ccc(NC(=O)CSc2nnc(NC(=O)C3CC3)s2)cc1OC | i | i | i | 9 | i | -19 | i | i | 3 | 1.3 | 2
COc1ccc(C(=O)NC(C)c2nnc(SCC(=O)NC3CCCC3)n2C)cc1 (stereo not drawn) | i | i | i | 3 | i | -4 | i | i | -8 | 2.7 | -1
CCN(CC)S(=O)(=O)c1ccc(N2CCCC2)c(NC(=O)C2CCCCC2)c1 | i | i | i | 4 | i | 11 | i | i | -10 | -0.5 | 3
CSCCC(NS(=O)(=O)c1ccc2[nH]c(=O)c(=O)[nH]c2c1)C(=O)O (stereo not drawn) | i | i | i | 14 | i | 14 | i | i | 1 | -0.5 | 5
Cc1ccc(NC(=O)c2nc(S(=O)(=O)Cc3ccccc3)ncc2Cl)cc1 | i | i | i | 15 | i | 13 | i | i | 36 | -2.1 | 97*
